HttQ103 aggreg: reduces HttQ103-GFP aggregates in PC12 cells | actives 1.1% (n = 220,000) | PC12 HttQ103-GFP aggregates, Acumen cytometry, 40 h | Potency, µM (titrated, usually from 46.1 µM), for inactives: at the top dose activity change, negative = inhibition, usual class: inhibitors | AID 1688; further: potency means the concentration at half of the fitted maximal effect; on the % scale 0 is the no-effect control and ±100 the full control effect; nearly all actives have a fitted effect of over 60% in size
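Read-out: GFP aggregate count by laser scanning cytometer (488 nm excitation, 500-530 nm emission, 1–25 µm objects >6 SD above background). Cells: PC12, inducible HTTex1-Q103-GFP, 100 nM tebufenozide; compounds titrated.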
GAA inh: blocks human lysosomal alpha-glucosidase. P10253. purified human GAA, 4-MU-alpha-glucoside fluorescence. Potency, µM (titrated, usually from 76.9 µM), inactives show top-dose activity change, negative = inhibition, actives largely listed as inhibitors. actives 0.005% (n = 200,000);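 further: potency means the concentration at half of the fitted maximal effect; plate controls were uninhibited enzyme wells for no effect and no-enzyme background for full effect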
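Activity normalized between no-enzyme (basal) and enzyme-only wells. Conditions: 4 nM human enzyme, 400 uM fluorogenic substrate, citrate/phosphate pH 5.0 with Tween-20, 20 min room temperature, compounds up to 77 uM.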
CBFb-RUNX1 inh: blocks binding between human CBF-beta and RUNX1; Q01196+Q13951; AlphaScreen CBFb-His/RUNX1-biotin binding, biochemical; Potency, µM (doses to about 59.8 µM), for inactives: top-dose activity, negative = inhibition, actives largely listed as inhibitors; 230,000 tested, under 10 active; AID 1477; further: % of control where 0% means no effect
Target sequence (Q01196 whole entry, looked up): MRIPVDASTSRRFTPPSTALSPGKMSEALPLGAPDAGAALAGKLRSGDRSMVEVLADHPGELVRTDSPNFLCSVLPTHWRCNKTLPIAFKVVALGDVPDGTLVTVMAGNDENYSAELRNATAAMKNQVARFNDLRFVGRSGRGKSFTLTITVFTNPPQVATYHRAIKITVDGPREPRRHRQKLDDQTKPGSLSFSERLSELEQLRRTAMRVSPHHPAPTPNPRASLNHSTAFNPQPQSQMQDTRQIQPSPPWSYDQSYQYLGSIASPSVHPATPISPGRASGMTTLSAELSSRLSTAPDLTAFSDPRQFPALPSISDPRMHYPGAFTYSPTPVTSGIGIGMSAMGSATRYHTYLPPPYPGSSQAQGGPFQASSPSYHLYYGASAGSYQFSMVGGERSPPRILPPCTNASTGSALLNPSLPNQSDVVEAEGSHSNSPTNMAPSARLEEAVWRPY
Target sequence (Q13951 whole entry, looked up): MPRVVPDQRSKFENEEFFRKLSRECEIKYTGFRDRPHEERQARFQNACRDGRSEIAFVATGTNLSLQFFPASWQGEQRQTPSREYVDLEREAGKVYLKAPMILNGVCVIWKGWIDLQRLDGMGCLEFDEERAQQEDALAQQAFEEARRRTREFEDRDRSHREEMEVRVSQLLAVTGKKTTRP
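Proteins preincubated together for 20 min at RT before compound addition; 15 min later, nickel and streptavidin beads were added and left 90 min prior to AlphaScreen measurement.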
Lamin A splicing: modulators of lamin A splicing | actives 0.01% (n = 200,000) | HeLa LMNA splicing GFP/RFP minigene ratio, 48 h | Potency, µM (doses to about 46.1 µM), for the others: at the highest dose ratio change, negative = inhibition, usual class: inhibitors; active means well fitted inhibition curve with a large enough effect in the signal ratio, with a control signal flat, not every such curve was filed as active; inconclusive means small, poorly fitted or top-dose-only effect, or effect the other way, or a change in a side signal; the % refers to the signal ratio; further: potency means the concentration at half of the fitted maximal effect; on the % scale 0 is the no-effect control and ±100 the full control effect
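Read-out is the ratio of GFP to DsRed2 object intensity, acquired by 488 nm laser-scanning cytometry on HeLa lamin A-EGFP minigene reporter cells. Compound incubation 48 hrs at 37 °C in Opti-MEM with 2% FBS; DMSO 0.5% final.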
GAA glycogen: inhibitors or activators of human alpha-glucosidase glycogen cleavage. P10253. recombinant GAA, glycogen substrate, Amplex Red glucose oxidase fluorescence. Potency, µM (top dose mostly 76.4 µM), for inactives: at the top dose activity change, negative = inhibition, actives largely listed as inhibitors. actives 0.38% (n = 300,000);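 further: potency means the concentration at half of the fitted maximal effect; 0% = full enzyme reaction and -100% = no-enzyme basal signal; the screen sought inhibitors and activators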
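qHTS, 1536-well; enzyme 4 nM final; cpd up to 77 uM; substrate bovine liver glycogen 30 ug; 50 mM citrate/phosphate pH 5.0, 0.01% Tween-20; 37 C, 40 min; Amplex Red detection 45 min RT; Hill fit → AC50.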
HTT ATP protect: cytoprotection in Huntington HTT-Q103 PC12 cell model | PC12 HTT-Q103 induced, cytoprotection, ATP luminescence, 40 h | Potency, µM (top dose mostly 56.4 µM), for the others: cytoprotection (ATP increase), hits mostly activators | actives 0.14% (n = 230,000) | AID 1471;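 further: potency means the concentration at half of the fitted maximal effect; % of control where 0% means no effect; nearly all actives have a fitted effect of over 45% in size; toxic huntingtin expression switched on by the ecdysone agonist tebufenozide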
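ATP quantification (ATPlite) reports survival of PC12 cells in which tebufenozide, 100 nM final, switches on Htt exon 1 with 103 glutamines linked to GFP; compounds are titrated.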
GAA spleen mod: lysosomal alpha-glucosidase (human) modulation; AID 2112; Potency, µM (series often up to 79.9 µM), for the others: at the highest dose activity change, negative = inhibition, usual class: inhibitors; P10253; actives 0.006% (n = 240,000); human spleen homogenate, 4-MU-alpha-glucoside fluorescence;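 further: potency means the concentration at half of the fitted maximal effect; 0% = enzyme with vehicle and -100% = no enzyme basal signal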
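Human spleen homogenate (1 ug) with 4-methylumbelliferyl-alpha-D-glucopyranoside (1 mM final) in 50 mM citrate/phosphate pH 5.0, 0.01% Tween-20; 40 min at 37 C. Stopped at pH 10; 4-MU fluorescence Ex 365/Em 440 nm; AC50 by Hill fit.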
The depositor's hits bear a star; ? = inconclusive; . = not tested or not shown; & = joins results of further samples; [ ] = remark or other dose. Unless noted, the call rests on the fitted dose curve; in most records, active means well fitted curve in the direction sought with a large enough effect; inconclusive means small, poorly fitted or top-dose-only effect, or another doubt; inactive means no such curve, though single readings can be large; an effect the other way counts as inactive or inconclusive.

SMILES	HttQ103 aggreg	GAA inh	CBFb-RUNX1 inh	Lamin A splicing	GAA glycogen	HTT ATP protect	GAA spleen mod
O=C(O)CSc1nnc(Cn2c(=O)sc3ccccc32)n1-c1cccc(Cl)c1	16%	-2%	1%	-5%	-10%	14%[0.074 µM]	-5%
C=CCN=C1S/C(=C\c2ccc(Cl)cc2)C(=O)N1CC=C	-13%[9.22 µM]	.	20%	.	-2%	11%[10 µM]	1%
Cc1cc(NC(=O)CSc2nc(-c3ccco3)cc(C(F)(F)F)n2)n(-c2ccccc2)n1	5%	6%	3%	-27%	-3%	4%[1.9 µM]	-5%
CCCc1ccc(OCC(=O)NNC(=O)c2cccnc2)cc1	-4%	-1%	0%	.	-6%	-23%	1%
O=C(Oc1ccc(Br)cc1)C1CC(=O)N(c2ccc(F)cc2)C1 (stereo not drawn)	-12%	0%	11%	7%	3%	28%	-1%
CC(=O)/C(N=Nc1ccc(C(=O)O)cc1)=C(\C)O	-5%[9.22 µM]	.	6%	.	10%	-17%[10 µM]	-3%
COc1ccc(-c2cc3nc4n(c(=O)c3s2)CCCCC4)cc1	-12%[9.22 µM]	9%	8%	.	11%	-8%[10 µM]	5%
CC(C)NC(=O)COC(=O)c1ccc(NS(=O)(=O)c2ccc3c(c2)OCCO3)cc1	-7%	-1%	1%	-1%	8%	-16%	4%
Nc1ncnc2c1ncn2[C@@H]1O[C@H](COP(=O)(O)OP(=O)(O)OC[C@H]2OC(O)[C@H](O)[C@@H]2O)[C@@H](O)[C@H]1O (stereo partly drawn)	.	.	6%	.	.	13%	4%
O=C(O)CCC(=O)c1ccc2c(c1)CCCC2	-17%	4%	0%	.	-2%	-9%	2%
Cc1ccc(/C(N)=N/OC(=O)c2cccc(Cn3cc(C(F)(F)F)ccc3=O)c2)cc1	11%[9.22 µM]	-14%	11%	?	3%	7%[10 µM]	-3%
CC(C)N1C(=O)CCC1C(=O)N1CCC(Cc2ccccc2)CC1 (stereo not drawn)	-4%	0%	2%[2.36 µM]	1%	-10%	-4%	1%
CCCn1c(=N)n(CC(=O)C(C)(C)C)c2ccccc21	-11%	1%	6%	2%	-9%	-2%[10 µM]	0%
Cc1cccc(NC(=O)CSc2nnc(-c3ccccc3)n2N)c1C	7%	-1%	3%	0%	1%	-5%	1%
COc1cccc(-c2nc(NCc3cnc(C)cn3)c3ccccc3n2)c1	.	.	.	-11%	.	-17%	7%
COCCN(C(=O)c1ccccc1F)c1c(N)n(Cc2ccccc2)c(=O)[nH]c1=O	-10%	1%	2%	-13%[46 µM]	6%	6%	7%
COc1ccc(Oc2c(C)oc3c(CN(C)C)c(O)ccc3c2=O)cc1	9%	15%	4%	3%	7%	-21%[0.074 µM]	0%
COc1ccccc1-c1cc2nc(C)c(CCC(=O)NCc3ccc(F)cc3)c(C)n2n1	2%[9.22 µM]	.	2%	.	7%	-16%[10 µM]	2%
CC1CC(C)CN(CC(O)COc2ccc3c(c2)CCC3)C1 (stereo not drawn)	1%	6%	9%	6%	-2%	-26%[0.074 µM]	0%
O=C(N/N=C\c1ccc([N+](=O)[O-])s1)c1cncc(Br)c1	?	-5%	?	?	-9%	-26%[10 µM]	-9%
COc1ccc(O)c(/C=N/N=C2/C(=O)Nc3ccccc32)c1	18%	5%	-5%	-13%[46 µM]	-14%	-8%	-3%
COc1ccc(N2CCN(Cc3nc4cc(Cl)ccc4c(=O)[nH]3)CC2)cc1	19%	0%	4%	6%[46 µM]	-7%	14%[10 µM]	2%
COc1cccc(NC(=O)C(C#N)Cc2ccncc2)c1 (stereo not drawn)	0%	2%	0%	0%	5%	-13%[10 µM]	-10%
CCOc1ccc(-c2nnc(-c3ccccc3)o2)cc1	-10%	-1%	17%	-3%	7%	-12%[10 µM]	-5%
CCOc1cc(/C=N/NC(=O)CN2CCCCC2)ccc1OCc1ccc(Cl)cc1	-3%	5%	-31%	-9%	11%	15%[10 µM]	-6%
COC(=O)c1ccccc1NC(=O)Cn1c(-c2nonc2N)nc2ccccc21	31%	-11%	8%	?	-3%	-62%[inhibitor][10 µM]	3%
O=C(NCCN=C1NS(=O)(=O)c2ccccc21)c1ccc(S(=O)(=O)N2CCOCC2)cc1	-4%	-12%	15%	5%	9%	-1%[0.074 µM]	-11%
CC(C)C[C@@H](CC(=O)N[C@@H](CCC(=O)O)CC(=O)O)NC(=O)[C@@H]1CNCC[C@H]1NC(=O)C[C@@H](NC(=O)C[C@H](Cc1ccccc1)NC(=O)[C@@H]1CCCC[C@H]1N)C(C)C	.	.	13%	.	.	5%[1.9 µM]	-7%
O=S(=O)(c1ccc(NC(=S)NC2CCCC2)cc1)N1CCCC1	-17%	-12%	-4%	.	-8%	-3%[10 µM]	-1%
CCOC(=O)c1nccnc1C(=O)Nc1ccc(C(F)(F)F)cc1	-23%	-1%	12%	.	4%	15%	5%
CC(OC(=O)CN1C(=O)C2C3C=CC(C4CC34)C2C1=O)C(=O)c1ccccc1 (stereo not drawn)	-2%[9.22 µM]	.	1%	.	3%	18%[10 µM]	2%
N/C(=N\OC(=O)COc1ccccc1Cl)c1ccccn1	1%	-29%	9%	7%	8%	-13%[10 µM]	3%
CC(C)[C@H](NC(=O)NCc1cccs1)C(=O)O	6%	7%	2%	3%	10%	-9%	-5%
CC(C)OCCCNC1=C(Cl)C(=O)c2ccccc2C1=O	-14%[9.22 µM]	.	.	.	-8%	-2%[10 µM]	-11%
Cc1ccc(NC(=O)c2cccc(N(C)C)c2)cc1NC(=O)c1ccc(O)cc1	.	.	-26%	.	.	-119%[inhibitor]	-2%&-2%&2%
Cc1nc2ccccn2c1-c1nnco1	-6%	-1%	3%	1%	-5%	2%[10 µM]	9%
COc1ccc(S(=O)(=O)Nc2ccccc2OC)cc1NC(=O)CC1CC2CCC1C2 (stereo not drawn)	-30%	-1%	1%	?	-10%	7%[10 µM]	5%
Cc1ccc2c(c1)CCCN2C(=O)c1cc2ccccc2oc1=O	-17%	-4%	-5%	5%	-12%	-19%[10 µM]	-1%
O=C(COC(=O)c1ccc(Cl)c(S(=O)(=O)NCc2ccccc2)c1)NCC1CCCO1 (stereo not drawn)	-6%	3%	?	.	-2%	-33%[inhibitor]	-3%
COc1cc(NC(=O)c2cccs2)c(OC)cc1NC(=O)CCn1nnc2ccccc21	3%	-3%	1%	-6%	-12%	-25%[10 µM]	0%

Single records, from the list above. Screens in order: HttQ103 aggreg | GAA inh | CBFb-RUNX1 inh | Lamin A splicing | GAA glycogen | HTT ATP protect | GAA spleen mod
`COc1ccc(S(=O)(=O)Nc2ccccc2OC)cc1NC(=O)CC1CC2CCC1C2` (stereo not drawn) across the screens: -30% | -1% | 1% | ? | -10% | 7%[10 µM] | 5%
`COc1ccc(O)c(/C=N/N=C2/C(=O)Nc3ccccc32)c1` across the screens: 18% | 5% | -5% | -13%[46 µM] | -14% | -8% | -3%

(listing goes on)
SMILES	HttQ103 aggreg	GAA inh	CBFb-RUNX1 inh	Lamin A splicing	GAA glycogen	HTT ATP protect	GAA spleen mod
CCC(=O)NC(C)C(c1cccs1)N1CCN(c2ccccc2)CC1 (stereo not drawn)	-2%	-1%	16%	-13%	-10%	-5%[1.9 µM]	-1%
COc1ccc(C2C=C(c3ccc(Br)cc3)Nc3nc(NS(C)(=O)=O)nn32)cc1 (stereo not drawn)	-12%	?	9%	-13%	-5%	5%[10 µM]	0%
CN(Cc1cc2ccccc2[nH]c1=O)S(C)(=O)=O	4%	-2%	4%	2%	6%	3%[0.074 µM]	2%
S=C(NC1CCCCC1)N1CCc2ccccc2C1	7.1µM*	6%	11%	?	1%	.	-2%
CCOCCCNC(=O)C(c1ccc(C)cc1)N(Cc1cccs1)C(=O)c1ccccc1O (stereo not drawn)	2%	6%	-5%	.	-9%	-30%	-6%
CC1(CCc2ccccc2)NC(=O)N(CC(=O)Nc2ccc3c(c2)OCCO3)C1=O (stereo not drawn)	11%	7%	-2%	0%[46 µM]	-2%	-3%[10 µM]	-2%
Cn1c(Cc2ccccc2)nnc1SCc1cc(=O)n2ccsc2n1	10%	2%	-13%	2%[46 µM]	6%	-28%	0%
COc1ccc(/C=C/c2nnc(NC(=O)COc3ccccc3)s2)cc1	-16%[9.22 µM]	.	7%	.	10%	-23%[10 µM]	-2%
Cc1cccc(C)c1N1CCN(C(=O)N2CCOCC2)CC1	-12%[9.22 µM]	-3%	0%	.	15%	2%[10 µM]	1%
Cc1ccc(O)c(N=Cc2ccc(C)s2)c1	?	5%	-8%	?	-1%	.	-1%
CC(=O)NNc1[nH]c2c(c(=O)c1[N+](=O)[O-])c(=O)n(C)c(=O)n2C	.	-3%	0%	-1%[46 µM]	6%	.	-1%
CON1C(=O)C(=O)N(OC)C2CCCCCC21 (stereo not drawn)	-3%	3%	8%	-8%	-6%	6%[10 µM]	-8%
O=C(CCc1nnc(CCC2CCCCC2)o1)NCCc1ccccn1	-11%[9.22 µM]	.	5%	.	-4%	-6%[10 µM]	5%
C/C(N)=C(/C#N)C(=O)CN1CCCCC1	-12%	-2%	0%	8%	-12%	-2%	10%
N#C/C(=C\c1ccc(N2CCOCC2)o1)C(=O)Nc1ccc(O)cc1	4%	-10%	-14%	?	?	-124%[inhibitor]	1%
CC(=O)c1cc(NC(=O)c2cccc(C(F)(F)F)c2)c(=O)oc1C	?	-3%	0%	.	?	-135%[inhibitor]	3%
Cc1cc(=O)[nH]c(N/N=C/c2c(C)nn(-c3ccccc3Cl)c2Cl)n1	-14%	6%	-4%	?	-13%	-19%	0%
O=C(CCN1CCN(CCO)CC1)Nc1cccc(Br)c1	-4%[9.22 µM]	.	9%	.	-1%	6%[10 µM]	1%
COc1ccc(-c2nc(C#N)c(NC(C)C)o2)cc1	-14%	-1%	3%	-4%	?	-16%	-9%
C#CCOCCOCCOCCNc1nc(N2CCN(C(=O)[C@H]([C@@H](C)CC)n3cc([C@@H](N)Cc4ccc(O)cc4)nn3)CC2)nc(N2CCN(C(=O)[C@H](Cc3cc4ccccc4[nH]3)n3cc([C@@H](N)C(C)CC)nn3)CC2)n1 (stereo partly drawn)	-14%[9.22 µM]	.	-7%	.	13%	-2%[10 µM]	-3%
COc1cc(/C=C2\CC/C(=C\c3cc(OC)c(O)c(OC)c3)C2=O)cc(OC)c1O	?	1%	?	?	4%	14%[10 µM]	4%
COc1ccccc1N/C=C/C(=C(C#N)C#N)N(C)C	19%[9.22 µM]	.	-3%	.	11%	22%[10 µM]	-2%
